From PubChem
ABHD5-PLIN5 inh = blocks binding of human ABHD5 to perilipin-5; Q00G26+Q8WTS1; Split G. princeps luciferase complementation, luminescence, 4 h; inhibition, % at 4 µM; 0.78% of 360,000 active;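 active = inhibition above the mean inhibition across every tested compound plus 3 SD, cut at about 22% in these data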;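 also: 0% = DMSO only wells and the 100% control is not disclosed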
Target sequence (Q00G26 whole entry, looked up): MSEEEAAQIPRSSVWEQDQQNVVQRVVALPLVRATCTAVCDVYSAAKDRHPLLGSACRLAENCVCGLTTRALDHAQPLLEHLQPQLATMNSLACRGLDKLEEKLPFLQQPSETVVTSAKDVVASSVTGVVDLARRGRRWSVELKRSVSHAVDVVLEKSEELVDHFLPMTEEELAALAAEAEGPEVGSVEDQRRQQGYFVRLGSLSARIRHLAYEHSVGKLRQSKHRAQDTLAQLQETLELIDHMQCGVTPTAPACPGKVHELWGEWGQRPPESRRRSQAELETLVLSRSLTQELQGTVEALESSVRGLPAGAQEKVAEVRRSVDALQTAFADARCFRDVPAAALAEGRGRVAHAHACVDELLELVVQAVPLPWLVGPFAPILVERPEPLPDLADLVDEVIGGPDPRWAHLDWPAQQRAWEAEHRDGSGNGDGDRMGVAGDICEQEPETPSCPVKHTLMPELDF
Target sequence (Q8WTS1 whole entry, looked up): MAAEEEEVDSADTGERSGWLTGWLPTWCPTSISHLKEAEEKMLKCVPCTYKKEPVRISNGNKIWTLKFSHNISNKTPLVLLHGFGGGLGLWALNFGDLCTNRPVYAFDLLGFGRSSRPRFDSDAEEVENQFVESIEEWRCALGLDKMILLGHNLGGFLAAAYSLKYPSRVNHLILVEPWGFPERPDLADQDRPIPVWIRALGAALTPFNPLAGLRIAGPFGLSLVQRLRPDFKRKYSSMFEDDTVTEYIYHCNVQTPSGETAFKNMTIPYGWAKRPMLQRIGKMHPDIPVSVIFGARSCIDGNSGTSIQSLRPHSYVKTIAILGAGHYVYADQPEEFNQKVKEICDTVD
MC4R antagonist = antagonists of human melanocortin 4 receptor (MC4R). MC4R-expressing cells, MTII-stimulated cAMP, LANCE TR-FRET. inhibition, % at 6.5 µM. 0.48% of 360,000 active. AID 540295;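 active = inhibition above its plate's cutoff, the mean of tested wells on that plate plus 3 SD, cut at about 29% in these data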;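 also: 0% = Melanotan II alone and 100% = Melanotan II plus saturating MCL0020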
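Material: U2OS-MC4R stable cell line | Reagent: Melanotan II challenge after compound preincubation | Doses: One concentration, 6.5 µM nominal | Incubation: 30-min compound preincubation, 1-h Melanotan II challenge, 1-h detection, room temperature | Signal: TR-FRET cAMP assay | Replicates: One well per compound, no replicates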
Glyco luc inh = blocks N-linked glycosylation in D54 reporter cells; D54 ERlucT glycosylation luciferase reporter, 24 h; percent of 100 nM tunicamycin response; reporter increase, % at 12.5 µM; 0.23% of 360,000 active;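 active = mean luciferase reporter signal, scaled so untreated is 0 and the glycosylation-blocking control 100, at or above a set limit in every replicate; inconclusive = mean reaches the limit but not every replicate does; inactive = mean below the limit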;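 also: luciferase carries N-glycosylation sites so blocking glycosylation raises the light; 0% = median of neutral control wells and 100% = median of 100 nM tunicamycin wells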
CaV13 ICDI inh = Primary screen for inhibitors of IQ motif and Ca2+-dependent inactivation inhibitor domain binding in CACNA1D, Förster resonance energy transfer in living cells, …; HEK cells, CFP/YFP FRET ICDI-IQ, plate reader, 10 min; percent FRET-ratio fall versus neutral wells; inhibition, % at 12.3 µM; 0.098% of 340,000 active;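 active = mean replicate inhibition of at least 30% and at least 1% of replicates passing that level; inconclusive = only one of the two criteria is met; inactive = neither criterion is met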;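 also: 0% = median of the neutral control wells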
HTR2A ag = mouse HTR2A agonism via beta-arrestin recruitment; activation, % at 7.6 µM; AID 624169; 0.66% of 360,000 active; CHO-K1 mHTR2A beta-arrestin complementation, luminescence; percent of 30 µM serotonin response;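 active = activation above a run cutoff, the mean activation of all tested compounds plus 3 SD, cut at about 14% in these data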;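 also: 0% = plate median of compound wells and 100% = 30 µM serotonin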
ABCB6 inh 2 = inhibitors of human ABC transporter ABCB6; 0.19% of 360,000 active; K562-ABCB6 porphyrin accumulation, flow cytometry, 1 h; hits give low values; Q9NP58; fluorescence ratio to DMSO, % at 10 µM; AID 602162;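 active = fluorescence ratio to DMSO below 75%, the collection mean minus 3 SD; inconclusive = too few cells collected in the well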;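 also: signal is porphyrin accumulated inside mitochondria; 100% equals median channel fluorescence of DMSO control wells; lower ratio means ABCB6 inhibition with less porphyrin fluorescence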
Exocytosis inh = blocks lytic granule exocytosis. TALL-104 LAMP-1 surface exposure, flow cytometry; cells stimulated with thapsigargin and PMA. inhibition, % at 10 µM. 0.66% of 360,000 active. AID 651702;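 active = inhibition above about 55%, limit read from the data; inconclusive = no clear call, values can overlap the other calls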
Cardio protect = modulators protecting cardiomyocytes from myocardial damage | AID 588492 | H9c2 cardiomyocytes, H2O2 injury protection, ATPLite, 2 h | protection from H2O2 cell death, % at 20 µM | 0.63% of 360,000 active;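 active = compounds giving at least 50% protection of heart cells from peroxide-induced death in the single-dose screen, raw or plate-pattern-corrected value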;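 also: 0% = DMSO wells with peroxide and 100% = DMSO wells without peroxide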
MC4R ag barr = activates human MC4R beta-arrestin recruitment. P32245. U2OS MC4R beta-arrestin complementation, luminescence; percent of melanotan II response, DMSO zero. activation, % at 8.9 µM. 0.98% of 360,000 active;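 active = activation above a per-plate cutoff, the mean activation of sample wells on that plate plus 3 SD, cut at about 8% in these data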
PDI inh = PDI (human) enzyme inhibition; PDI insulin aggregation turbidity, A650, 90 min; inhibition, % at 10 µM; P07237; 0.052% of 350,000 active;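 active = mean inhibition across replicates of 30% or more, whatever share of single replicates reach that level; inconclusive = mean inhibition below 30% while every single replicate reaches 30%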;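 also: absorbance from insulin aggregation driven by PDI reduction with DTT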
Starred values were filed as active, the others as inactive; ? = inconclusive; . = not tested or not shown.

SMILES	ABHD5-PLIN5 inh	MC4R antagonist	Glyco luc inh	CaV13 ICDI inh	HTR2A ag	ABCB6 inh 2	Exocytosis inh	Cardio protect	MC4R ag barr	PDI inh
C=CCN(CC=C)c1cnn(-c2nc3ccccc3[nH]2)c(=O)c1Cl	0	5	-8	-5	6	100	-5	-9	-2.0	1
COc1cc(SC)ccc1C(=O)Nc1ccncc1	3	4	4	5	6	95	2	-7	-0.4	-8
O=C(CSc1nc2ccccc2c(=O)n1CCCN1CCOCC1)Nc1ccccc1OC(F)F	-2	8	-3	-4	-3	111	0	21	0.9	0
CCOc1ccccc1N(CC(=O)NC(C)(C)C)C(=O)CCC(=O)Nc1nccs1	6	15	2	-5	0	96	2	1	0.2	1
O=C(NCC(=O)N1CCN(c2ccccc2O)CC1)c1ccccc1	1	3	0	-3	-2	105	-3	-3	-0.9	-6
O=C(Nc1ccc(Cl)c(Cl)c1)c1ccccc1	-1	14	-10	-1	2	92	0	-12	4.5	-2
Cc1ccc(S(=O)(=O)N2[C@@H](c3ccc(F)cc3)C(C(=O)O)=CC[C@H]2c2ccc(Cl)cc2)cc1	-6	4	-1	-5	2	99	-1	0	0.3	7
O=C(NNc1nc(=O)c2cccnc2s1)c1ccccc1O	2	6	5	-7	3	104	2	10	-0.2	-4
CCc1nnc(NC(=O)COC(=O)c2cc(OC)cc(OC)c2)s1	0	4	1	-6	-3	91	-4	1	0.1	-9
O=C(C1=C[C@@H](c2coc3ccccc3c2=O)C[C@@H](OCCCCO)O1)N1CCN(Cc2ccccc2)CC1	2	6	0	-11	4	99	38	-5	-0.7	-7
CC(C)C(C)NC(=O)COc1ccc([N+](=O)[O-])cc1Cl (configuration not stated)	7	10	0	-16	1	93	-4	0	0.9	5
CCCn1c(O)c(N=NC(=O)CNC(=O)c2cccnc2)c2ccccc21	-6	-16	1	-2	-5	100	-1	5	-2.9	8
COc1ccc(-c2[nH]ncc2CN(C)Cc2ccccn2)c(OC)c1	-3	12	1	-7	-2	95	0	13	-0.3	2
COc1cc(/C=C2\SC(=S)N(NS(=O)(=O)c3ccccc3)C2=O)cc(OC)c1OC	4	2	2	1	-2	106	-2	8	0.6	-1
Cc1cccc(NC(=O)CSCC(=O)Nc2ccc(S(=O)(=O)N3CCCC3)cc2)c1	-8	0	0	-6	-6	102	-4	-6	-1.6	-8
O=C(NC(=S)N1CCCc2ccccc21)c1ccco1	-6	14	-4	-3	4	93	0	-5	-0.9	3
COc1cccc(C#Cc2cnc3c(c2)C(=O)N([C@@H](C)CO)C[C@H](C)[C@H](CN(C)C(=O)C2CCC2)O3)c1	2	18	0	.	-1	104	6	17	-1.1	-2
CCCCN(C(=O)Cc1ccc(S(=O)(=O)N2CCOCC2)s1)c1c(N)n(CCCC)c(=O)[nH]c1=O	-8	5	1	-2	3	94	10	9	-3.8	-5
O=C(CSc1nnc(NC(=O)c2cccc(Br)c2)s1)NCC1CCCO1 (configuration not stated)	-1	6	-1	-3	-1	106	1	-7	0.8	2
CCOc1ccc(C(Nc2ccc(C)cc2)P2(=O)OCC(C)(C)CO2)cc1 (configuration not stated)	0	3	-1	-5	7	102	-2	11	-1.6	-6
CCCNC(=O)N[C@@H](CCSC)C(=O)OC	-6	0	-1	-7	-1	95	-2	2	-0.9	0
CSc1ccccc1OCc1cc(C(=O)N2C[C@H]3CC[C@H]2C3)no1	0	3	-10	-5	-1	104	20	1	-3.2	-4
COc1ccc(S(=O)(=O)N2CCOCC2)cc1C(=O)N1CCCCC1	-6	5	1	-3	-1	108	4	-2	0.8	1
Cc1ccc(CSc2nnnn2C)cc1	7	-5	2	-3	0	98	4	4	-1.7	-4
O=C(CS(=O)c1ccc(C(F)(F)F)cc1[N+](=O)[O-])Oc1ccccc1 (configuration not stated)	9	49*	-13	-5	2	99	56*	-2	3.3	0
COc1ccc(C2=NN(C(=O)c3ccccc3)C(c3ccccc3)C2)c(O)c1 (configuration not stated)	1	22	-5	-20	5	95	4	5	1.9	-3
COc1c(F)cccc1C1=CC(=O)C[C@H](c2ccc3c(c2)OCO3)C1	-1	5	-2	-13	-2	102	1	5	-0.7	3
COc1ccc(NC(=O)c2nc[nH]c2C(=O)Nc2ccccc2C)cc1	-1	3	9	.	0	116	4	-3	2.0	-18
COC(=O)C1=CN(c2ccc(F)cc2)C=C(C(=O)OC)C1c1ccc([N+](=O)[O-])cc1	9	6	-4	-5	-7	104	-12	3	-3.2	0
CC1CCCC(n2cnc3cc(C(=O)O)ccc32)C1C (configuration not stated)	4	-3	3	-4	3	97	-2	-6	-0.6	-2

Profiles as entered above.
O=C(CS(=O)c1ccc(C(F)(F)F)cc1[N+](=O)[O-])Oc1ccccc1 (configuration not stated) reads ABHD5-PLIN5 inh = 9; MC4R antagonist = 49*; Glyco luc inh = -13; CaV13 ICDI inh = -5; HTR2A ag = 2; ABCB6 inh 2 = 99; Exocytosis inh = 56*; Cardio protect = -2; MC4R ag barr = 3.3; PDI inh = 0
COc1cccc(C#Cc2cnc3c(c2)C(=O)N([C@@H](C)CO)C[C@H](C)[C@H](CN(C)C(=O)C2CCC2)O3)c1 reads ABHD5-PLIN5 inh = 2; MC4R antagonist = 18; Glyco luc inh = 0; CaV13 ICDI inh = .; HTR2A ag = -1; ABCB6 inh 2 = 104; Exocytosis inh = 6; Cardio protect = 17; MC4R ag barr = -1.1; PDI inh = -2

Further compounds
SMILES	ABHD5-PLIN5 inh	MC4R antagonist	Glyco luc inh	CaV13 ICDI inh	HTR2A ag	ABCB6 inh 2	Exocytosis inh	Cardio protect	MC4R ag barr	PDI inh
CCN1CCN(c2cc(C)c3cc(NC(=S)NCCCN4CCc5ccccc5C4)ccc3n2)CC1	3	5	-5	-6	-12	97	37	4	-2.1	12
COc1ccc(-n2c3c(cc(C(=O)N4CCN(CCO)CC4)c2=O)C(=O)CC(C)(C)C3)cc1	2	-4	0	.	8	101	2	-1	-0.4	-1
Cc1cccc(Cc2cnc(NC(=O)C3=NCCN3)s2)c1	-3	15	2	0	4	100	-4	26	0.6	-2
CN(c1ccccc1)S(=O)(=O)c1cccc(NC(=O)COc2ccccc2)c1	3	3	-3	-3	-2	89	-2	-9	-2.9	19
O=C(O)C(c1ccccc1)N1C(=O)c2cccc3cccc(c23)C1=O (configuration not stated)	-12	5	1	-6	1	97	0	3	-2.9	0
Cc1ccc2nc(NC(=O)c3ccc4ncsc4c3)sc2c1	-2	12	-6	-5	-3	99	4	-18	0.7	2
S=C(CSc1ccccc1)Nc1cccc2ccccc12	-13	-4	-1	-9	-3	100	2	4	0.5	-1
COC(=O)c1ccc(N=NNc2ccccc2)cc1	3	-4	-10	-6	6	94	0	-4	-0.7	1
COc1cccc(/C=C2\SC(=O)NC2=O)c1OCc1ccc(C(=O)O)cc1	8	-6	-2	-1	2	91	1	8	0.4	-2
CCC(C)[C@H](NC(=O)[C@@H]1CSC2c3ccccc3C(=O)N21)C(=O)NCc1ccncc1 (some centres not stated)	-6	12	0	-15	-8	95	-4	-4	-1.0	8
CN(C)/C=C/C(=O)c1ccc(Oc2ncccn2)cc1	7	1	3	-4	-1	96	-1	-5	-0.6	-1
O=C(C1CCCO1)N1CCN(C(=S)Nc2ccccc2)CC1 (configuration not stated)	2	7	-2	-4	3	94	?	-1	-2.8	5
N#CCO/N=C(\c1ccccc1)c1ccncc1	-11	6	-1	-5	1	100	-2	-5	-1.0	3
NS(=O)(=O)c1ccc(NC(=O)COC(=O)CSCc2ccc(F)cc2)cc1	-9	5	2	-6	7	97	-5	4	-0.4	6
CCN1CCN(C2CCCCC2NS(=O)(=O)c2ccccc2)CC1 (configuration not stated)	-3	2	0	-4	-8	94	1	0	-1.7	2
CC(=O)c1cccc(NS(=O)(=O)c2ccc(N/C=C\C(=O)c3ccc(C)cc3)cc2)c1	1	6	0	-5	-1	99	4	-23	30*	16
O=S1(=O)Cc2cc3ccccc3cc2C1	5	-4	2	-4	3	98	-1	-3	-1.8	-8
Cc1c(CCC(=O)NCCCn2ccnc2)c(=O)oc2c(C)c3occ(C(C)(C)C)c3cc12	9	2	-2	-3	-4	93	22	-11	-2.8	-8
Cc1ccc(S(=O)(=O)NCC(=O)OCC(=O)N(C)C2CCCCC2)cc1	-8	28	1	-6	0	97	2	-1	-1.2	10
CCOc1ccc(CCN2C(=S)N([C@@H](CC(C)C)CN3CCC[C@@H]3CN3C(=S)NC[C@@H]3CC(C)C)C[C@@H]2CC(C)C)cc1	1	.	-7	-6	-5	104	27	-5	.	.
CCCNC(=O)C1(C)CCN1C(=O)C/C=C/c1ccccc1 (configuration not stated)	11	5	-1	-5	-3	93	5	8	1.5	-2
CC(=O)Nc1ccc(S(=O)(=O)N/N=C/c2ccc(C)o2)cc1	8	-2	0	-2	0	105	2	2	1.0	6
O=C(NCc1ccco1)C1CC(c2cccc([N+](=O)[O-])c2)=NO1 (configuration not stated)	0	-2	2	-11	-1	99	0	8	-0.9	3
N#CCCn1c(C2CCCCC2)nc2ccccc21	-3	-4	-1	.	-4	102	-1	4	-2.2	1
CCN(CC)S(=O)(=O)c1ccc(OC)c(NC(=O)c2ccc(-n3cncn3)c([N+](=O)[O-])c2)c1	17	8	1	-5	-3	103	-12	-3	-2.4	-1
CC(=O)Nc1ccc(S(=O)(=O)NCCc2cc3ccc(C)c(C)c3[nH]c2=O)cc1	-4	0	0	-2	-2	88	1	7	-2.8	-6
O=C(NC(=S)Nc1ccccc1O)c1ccc(-c2ccc(Cl)cc2)o1	8	2	1	.	-3	101	-4	43	30*	-11
CCC(=O)N1CCc2cc(S(=O)(=O)N3CCN(c4cc(Cl)ccc4C)CC3)ccc21	4	0	0	-8	4	99	-4	-7	-0.1	1
Cc1ccc(C2(C)NC(=O)N(CC(=O)N3c4ccccc4NC(=O)CC3C)C2=O)cc1 (configuration not stated)	-3	10	0	-2	1	95	-2	-2	0.8	-5
Cc1c(Cl)c([N+](=O)[O-])nn1Cc1ccc(C(=O)N/N=C\c2ccccn2)o1	0	-1	2	-6	-2	97	-2	20	1.9	-3
Clc1ccc(-c2nnc(NCCN3CCCC3)c3ccccc23)cc1	-11	-5	-4	-14	-6	94	30	8	0.3	-3
Cc1cccc(NC(=O)CN2CCN(CC(=O)NCc3ccc(Cl)cc3Cl)CC2)c1C	7	14	4	-2	4	95	5	-3	-0.6	-5
Fc1cccc(C[n+]2csc3ccccc32)c1	36*	4	4	-8	11	95	16	17	-2.4	-4
Cc1ccc(S(=O)(=O)N2CCCC(NC(=O)N3CCN(c4ccccc4)CC3)C2)cc1 (configuration not stated)	3	2	3	.	-1	93	-1	0	-0.5	14
CC1(C)CC(=O)C(C2C3=C(CC(C)(C)CC3=O)Oc3ccccc32)C(=O)C1 (configuration not stated)	2	5	-2	-4	4	102	-7	-1	0.1	-2
